Source: PubChem BioAssay (Small Molecule Screening Facility, UW Madison)
PriA SSB inh: inhibitors of Klebsiella pneumoniae PriA binding to SSB C-terminal tail, primary screen, biochemical, AlphaScreen; PriA–SSB C-terminal tail interaction (Klebsiella pneumoniae); AlphaScreen SSBct-PriA binding, biotinylated peptide; inhibition, % at 33 µM; hit rate 0.6% among 430,000; in the data active = inhibition mostly above about 37%, no sharp cut-off; inactive = mostly below about 20%;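 note: plate controls were negative control peptide for no effect and reference peptide for full effect; strong numbers were not always called active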
* hit, by the source's call; & = joins results of further samples. An excerpt; the hit share may differ from the screen's.

SMILES	PriA SSB inh
Nc1noc2ncccc12	-6
O=C(NCc1nc2ccccc2n1Cc1ccccc1F)c1cccs1	-7
Cc1cc(=O)cc(C(F)(F)F)o1	-5
NC(=O)c1ccccc1NC(=O)c1coc(NC(=O)c2cnccn2)n1	-6
Cn1c(=NC(=O)c2ccc([N+](=O)[O-])cc2)sc2cc3c(cc21)OCO3	-3
O=C(OCn1nnc2ccccc2c1=O)c1ccc(S(=O)(=O)N2CCCCC2)cc1	-8
COc1ccc(N2CC(C(=O)N3CCN(C(=O)c4cnn5ccccc45)CC3)CC2=O)cc1 (stereo unspecified)	-6
Nc1nc(-c2cccc(-c3csc(N)n3)n2)cs1	114*
Cc1nc(C)c(C(=O)NCCNC(=O)c2ccc(NC(=O)C(C)C)cc2)s1	-11
COc1cc(C=NNC(=O)C2COc3ccccc3O2)cc(OC)c1OC (stereo unspecified)	-3
CCc1cnc2c(c1Nc1ccc(C(=O)OC)cc1)c(=O)n(C)c(=O)n2C	-4
COc1ccc(C(=O)N2CCN(c3ccc(-c4ccccc4)nn3)CC2)cc1OC	-6
CCc1c(C)nc2n(c1=O)CC(C(=O)NCCCn1ncccc1=O)CS2 (stereo unspecified)	3
CCOC(=O)c1c(NC(=O)CN2CCN(CC)CC2)sc2c1CCC(C)C2 (stereo unspecified)	14
CCOC(=O)CCC(=O)N1CC(c2nc(-c3ccc[nH]c3=O)no2)C1	-9
NC(=NOC(=O)C12CC3CC(CC(C3)C1)C2)c1cccnc1	-7
COC(=O)c1ccc(NC(=O)CN(C)c2nc3c(OC)cccc3s2)cc1	-8
COc1ccc2nc(-c3cccc(NC(=O)c4ccc(Br)o4)c3)cn2n1	-21
O=C(CCC(=O)c1ccccc1)Nc1ccc(-n2ccnc2)nc1	6
COc1cc(C)ccc1CNC(=O)/C(C#N)=C/c1ccc(-c2cccc(Cl)c2)o1	4
CC(C)(C)c1ccc(S(=O)(=O)NCC(=O)NCc2cncc(-c3cccs3)c2)cc1	-11
O=C(CSc1nc2ccccc2n1S(=O)(=O)c1ccc(Br)cc1)Nc1ccc(Br)cc1F	-5&8
Cn1c(=NC(=O)COCC(=O)N=c2sc3c4ccccc4ccc3n2C)sc2c3ccccc3ccc21	-9
CCC(C(=O)N1CCN(Cc2nc(C)cs2)CC1)c1ccccc1 (stereo unspecified)	-15
CCOc1ccc(-c2noc(CS(=O)(=O)c3cc(OC)ccc3OC)n2)cc1	1

New compounds follow:
SMILES	PriA SSB inh
O=C(c1c(F)cccc1Cl)N1CC(S(=O)(=O)Cc2ccco2)C1	-13
CC(=O)Nc1nc(-c2ccccc2)c(C)s1	-1
COc1cc2c(cc1OC)C(COc1cccc(C(F)(F)F)c1)N(C(=O)c1ccccc1[N+](=O)[O-])CC2 (stereo unspecified)	28
Cc1cc(N2CCC(NC(=O)c3ccccn3)CC2)n[nH]1	1
Cc1nn(C)c(C)c1C(=O)N1CCC(c2ccc3c(c2)OCO3)C1 (stereo unspecified)	-15
COc1ccc(-c2cc(=O)n(Cc3cccc(C(F)(F)F)c3)cn2)cc1	-10
Cc1nc(-c2ccc(N3CCN(C(=O)CN(C)S(C)(=O)=O)CC3)nc2)no1	-11
O=C(O)Cc1cc(-c2ccco2)on1	-8
Cn1nc(-c2ccc(F)cc2)cc1C(=O)NC[C@@H](c1ccsc1)N1CCOCC1	-15
Cc1ccc2c(c1)N(C(=O)Cn1c(=O)n(Cc3ccc(F)cc3)c(=O)c3nn(C)cc31)CCO2	6
O=C(NCC#CCN1CCCC1)NCc1ccc(F)cc1	-4
Cc1ccc(-c2csc3nc(SCC(=O)NCC4CCCO4)n(-c4ccccc4)c(=O)c23)o1 (stereo unspecified)	-7
CCNC(=O)C1Cc2ccccc2N1S(=O)(=O)c1ccc(CC)s1 (stereo unspecified)	12
O=C(CSc1nnc(-c2ccncc2)n1-c1ccccc1)c1cc([N+](=O)[O-])cs1	17
COCCOc1ccc(C(=O)N[C@H]2CCN(c3ccccn3)C2)cc1	2
O=C(NCc1n[nH]c(=O)c2ccccc12)c1ccc(S(=O)(=O)N2CCCC2)cc1	-1
NC(=NOC(=O)Cc1ccc(-c2ccccc2)cc1)c1ccncc1	-2
O=C1CCCN1Cc1cn(C2CN(S(=O)(=O)/C=C/c3ccccc3)C2)nn1	-18
COc1ccc(NC(=O)NCCNc2cc(Nc3ccccn3)nc(C)n2)cc1	-4
CC(C)C(=O)N1CCc2ccc([N+](=O)[O-])cc2C1	20
CCOc1ccc(S(=O)(=O)Nc2ccccc2C(=O)NN=Cc2c(OC)ccc3ccccc23)cc1	0
Cc1cc(C)n(CC(O)COc2ccc3c(c2)CCC3)n1 (stereo unspecified)	7
Cc1nc(SCC(=O)c2cc(C)n(-c3ccc(F)c(Cl)c3)c2C)c2cc(-c3ccccc3)sc2n1	-11
CN(C)C=Nc1cc(=O)n(C)c(=O)n1Cc1ccccc1	-6
O=C(NN=Cc1cccnc1)c1ccc(NC(=O)C(c2ccccc2)c2ccccc2)cc1	-6

Other results:
SMILES	PriA SSB inh
O=S1(=O)CC[C@H](CNS(=O)(=O)c2ccccc2F)C1	-13
Cn1c(=O)c2nnn(N=C(c3ccccc3)C3CC3)c2n(C)c1=O	-1
CCOC(=O)CCC(=O)Nc1ccc(-n2nnn(C)c2=O)cc1	-20
Cc1ccccc1-n1c(CC2CCN(C(=O)COc3ccccc3F)CC2)n[nH]c1=O	-4
O=C(c1cc(=O)c2ccccc2o1)N1CCC(n2cc(-c3ccccc3)nn2)C1 (stereo unspecified)	0
COC(=O)c1ccccc1NC(=O)C1CCN(c2ccc(-c3ccc(OC)cc3)nn2)CC1	-24
COC(=O)c1sc2cccc(F)c2c1S(=O)(=O)N1CCN(c2ccccc2)CC1	-3
O=C(/C=C/c1cccc([N+](=O)[O-])c1)Nc1nnc(-c2ccc3c(c2)CCCC3)o1	15
O=C(NCCN1CCN(c2ccccc2)CC1)c1n[nH]nc1-c1ccc(F)cc1	-10
CN1CCN(C(=O)Nc2cnn(C3CCOC3)c2)CC1 (stereo unspecified)	-3
Cc1ccc(C=NNc2ccc(C(=O)O)cc2)s1	6
O=C(Nc1nnc(-c2cc(Cl)sc2Cl)o1)C1CCCN1S(=O)(=O)c1ccc(F)cc1 (stereo unspecified)	-2
O=C(CN1CCN(Cc2nc3ccccc3[nH]2)CC1)Nc1cccc(C(F)(F)F)c1	-18
O=C(C1=C(O)C(=O)N(CCCN2CCOCC2)[C@@H]1c1ccccc1F)c1cccs1	-2
O=C(NCCCn1ncccc1=O)C1CN(c2nc3c(C(F)(F)F)cccc3s2)C1	-3
CCCOc1ccc(S(=O)(=O)Nc2ccc3c(c2)C(=O)N(CC)CCO3)cc1	1
Nc1c(C(=O)NCC2CCCO2)c2nc3ccccc3nc2n1/N=C\c1ccco1 (stereo unspecified)	5
O=C(Nc1cnn(C2CCOCC2)c1)c1ccc(-n2cccc2)cc1	-21
CCOC(=O)c1c(-c2cccs2)csc1NC(=O)CN1C(=O)c2ccccc2C1=O	-13
Nc1nc2nc(Br)[nH]c2c(=O)[nH]1	-9
COc1ccc(C=NNc2ccc(C(=O)O)cc2)c(OC)c1OC	3
O=C(NCCN1CCN(C(=O)CCCN2C(=O)c3ccccc3C2=O)CC1)c1ccc2c(c1)OCO2	-1
O=C(COc1ccc(Cl)cc1Cl)NCC1CCN(C2CCCC2)CC1	-2
O=C1C[C@@H]2NCCc3cccc1c32	-26
O=C(c1ccc(-c2ccsc2)cc1)N(CCc1cccs1)C1CC1	-3

Next structures.
SMILES	PriA SSB inh
Clc1ccc(CN2CC(c3nc(-c4ccsc4)no3)C2)c(Cl)c1	0
Cc1cc(C)c2sc(N(Cc3cccnc3)C(=O)Cc3ccccc3)nc2c1	-18
O=C(NCCOc1ccc2c(c1)OCO2)c1ccc(S(=O)(=O)N2CCOCC2)cc1	2
CC(C)(C)OC(=O)Cn1cnc2c(-c3ccccc3)csc2c1=O	-9
O=C(CS(=O)(=O)c1cn(CC(=O)N2CCOCC2)c2ccccc12)NCc1ccc2c(c1)OCO2	-8
CO[C@@](C)(CNS(=O)(=O)C1CC1)c1cccc(Cl)c1	-5
COc1c(C)cnc(Cn2cc(-c3nc(-c4ccccc4Cl)no3)ccc2=O)c1C	-15
C=CCNC(=S)NN=C(C)c1ccc(OC)cc1	6
O=C(Cc1ccccc1)NC(Nc1ccc([N+](=O)[O-])cc1)C(Cl)(Cl)Cl (stereo unspecified)	8
S=P(N1CC1)(N1CC1)N1CCN=C1C(Cl)(Cl)Cl	8
O=C(c1cnc2ccccc2n1)N1CCC[C@H](Cc2nc(-c3cnccn3)no2)C1	-14
O=C(NCc1ccco1)C1CN(C(=O)c2cnccn2)C1	2
CC(C)(C)c1cc(CN2CCN(Cc3ccccc3)CC2)cc(C(C)(C)C)c1O	9
CCOC(=O)c1sc(NC(=O)c2ccc(C(C)=O)cc2)nc1-c1ccccc1	-1
CCc1ccc(CNC(=O)c2ccc3c(=O)nc4c(-c5ccccc5)n[nH]n4c3c2)cc1	-14
C=CCOc1c(Br)cc(C=Nn2nnnc2N)cc1OC	-24
O=C(NCC1CCN(c2nc3ccccc3o2)CC1)c1ccccc1C(F)(F)F	-15
c1ccc(CCSc2nnc(-c3nnc(SCCc4ccccc4)n3-c3ccccc3)n2-c2ccccc2)cc1	-5&-1
O=C(CCC(=O)Nc1ccccc1Cl)NN=Cc1ccccc1	-15
Cc1nn(-c2ccccc2)c(C)c1C=NNC(=O)c1ccc(F)cc1	2
CC1(C)Cc2cccc(OCC(=O)N3CC(c4nc(-c5ccco5)no4)C3)c2O1	-3
Cc1noc(C)c1CC(=O)NCC1CCCN1c1nccs1 (stereo unspecified)	4
Cc1nc2cc(NC(=O)c3cc(C)n(C)n3)ccc2s1	-8
Cc1ccc2nc(NCCCN3CCOCC3)sc2c1	12
COc1ccc(S(=O)(=O)CC(=O)Nc2cc(C)nn2-c2nc3ccccc3s2)cc1	-6

Other compounds:
SMILES	PriA SSB inh
COc1cccc(S(=O)(=O)Nc2ccc(Cl)c(C(F)(F)F)c2)c1	-21&9
COc1ccc(-c2nnc(SCCCN3C(=O)c4cccc5cccc(c45)C3=O)n2C)cc1OC	1&13
COc1ccc(-c2nnc(NC(=O)Cc3ccc(C)c(C)c3)o2)cc1	4
CCC(C(=O)Nc1c(C)nc2sc(C)c(C)n2c1=O)c1ccccc1 (stereo unspecified)	-14
COc1nn(C)cc1C(=O)NCc1cc(C2CC2)n(C2CCCC2)n1	0
O=C(O)c1ccccc1C(=O)N1CCN(C2CCCC2)CC1	-16
COc1cc([N+](=O)[O-])cc(C=NNC(=O)C(C)Nc2cccc(C)c2)c1O (stereo unspecified)	2
Cc1nnc(NC(=O)Cc2csc(Nc3cccc(C(F)(F)F)c3)n2)s1	8
CC(=NNC(=O)c1ccccc1[N+](=O)[O-])c1c(O)cc(C)oc1=O	-2
COc1ccc(Nc2nnc(-c3ccc(NC(=O)C(=O)NCCCn4ccnc4)cc3)s2)cc1	-7
O=C(O)CN1C(=O)/C(=C2/OC(=O)c3ccccc32)SC1=S	-12
CCOC(=O)c1c(NC(=O)CN2CCN(CC)CC2)sc(C)c1C	4
O=C(NN=Cc1ccc(-c2cccc(C(F)(F)F)c2)o1)c1cccc(F)c1	-17
Cc1cccc(-n2c(=O)c3ccccc3n(Cc3ccccc3C#N)c2=O)c1	-35
COc1ccc(C(c2sc3nc(C)nn3c2O)N2CCN(c3ccc(F)cc3)CC2)cc1 (stereo unspecified)	8
O=C(O)c1ccc(CNS(=O)(=O)c2ccccc2F)cc1	-14
COc1cc(C=NNC(=O)c2ccc3c(c2)OCCO3)cc(Cl)c1O	2
COc1ccc(-c2cn3c(C(=O)Nc4cc(C)ccc4C)csc3n2)cc1	7
C(=NN1CCN(C(c2ccccc2)c2ccccc2)CC1)c1ccc2c(c1)OCO2	-7
CSc1ccc(C=NNC(=O)c2cc(O)cc(O)c2)cc1	6
COc1cccc(NC(=O)Nc2nc(-c3cc(Cl)sc3Cl)cs2)c1OC	-12
O=C(c1cc(-c2ccccc2)n[nH]1)N1CCS[C@H](c2ccccc2)CC1	-2
Cn1c(=O)c2c(-c3ccccn3)c(NCc3ccccc3)oc2n(C)c1=O	-3
CCOC(=O)c1cccc(NC(=O)CSc2ncc(-c3ccc(C)c(C)c3)o2)c1	-18
O=C(CCCn1nc(-c2ccco2)ccc1=O)Nc1nc2ccccc2s1	0&9
Cc1ccsc1[C@@H]1CC(=O)NC(SCC(=O)OCc2ccccc2)=C1C#N	2
CCOC(=O)N1CCC(NC(=O)CCc2csc3nc(-c4ccccc4)cn23)CC1	-18
CN(C)S(=O)(=O)c1ccc(C(=O)NCC#CCOc2ccc3c(c2)OCO3)cc1	2
O=C(NCCOc1cccc(C(F)(F)F)c1)C1CC1	0

In the list so far, these have a Cl atom:
SMILES	PriA SSB inh
COc1cc(C)ccc1CNC(=O)/C(C#N)=C/c1ccc(-c2cccc(Cl)c2)o1	4
O=C(c1c(F)cccc1Cl)N1CC(S(=O)(=O)Cc2ccco2)C1	-13
Cc1nc(SCC(=O)c2cc(C)n(-c3ccc(F)c(Cl)c3)c2C)c2cc(-c3ccccc3)sc2n1	-11
O=C(Nc1nnc(-c2cc(Cl)sc2Cl)o1)C1CCCN1S(=O)(=O)c1ccc(F)cc1 (stereo unspecified)	-2
O=C(COc1ccc(Cl)cc1Cl)NCC1CCN(C2CCCC2)CC1	-2
Clc1ccc(CN2CC(c3nc(-c4ccsc4)no3)C2)c(Cl)c1	0
CO[C@@](C)(CNS(=O)(=O)C1CC1)c1cccc(Cl)c1	-5
COc1c(C)cnc(Cn2cc(-c3nc(-c4ccccc4Cl)no3)ccc2=O)c1C	-15
O=C(Cc1ccccc1)NC(Nc1ccc([N+](=O)[O-])cc1)C(Cl)(Cl)Cl (stereo unspecified)	8
S=P(N1CC1)(N1CC1)N1CCN=C1C(Cl)(Cl)Cl	8
O=C(CCC(=O)Nc1ccccc1Cl)NN=Cc1ccccc1	-15
COc1cccc(S(=O)(=O)Nc2ccc(Cl)c(C(F)(F)F)c2)c1	-21&9
COc1cc(C=NNC(=O)c2ccc3c(c2)OCCO3)cc(Cl)c1O	2
COc1cccc(NC(=O)Nc2nc(-c3cc(Cl)sc3Cl)cs2)c1OC	-12
